Tb PYK inh – blocks Trypanosoma brucei pyruvate kinase; AID 624173; Q57TT1; actives 0.12% (n = 410,000); TbPYK enzyme, Kinase-Glo Plus ATP luminescence, 45 min; Potency, µM (highest dose often 76.8 µM), inactives show top-dose activity, negative = inhibition, hits mostly inhibitors; note: potency is the fitted concentration of half-maximal effect; % is set by controls: 0 for no effect and ±100 for the full control effect; nearly all actives have a fitted effect of over 50% in size
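Luminescence from Kinase-Glo Plus, added after a 45-minute room-temperature reaction, served as the end-point read-out. The enzyme and substrate were preincubated with compound before ADP (130 uM final) initiated turnover. Concentration-effect curves came from normalized qHTS data.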
Pf growth 96h – P. falciparum growth inhibition at 96 hours. P. falciparum luciferase reporter growth, 96 h. actives 6.9% (n = 320,000). AID 504834. Potency, µM (top dose mostly 28.7 µM), for inactives: at the top dose activity change, negative = inhibition, hits mostly inhibitors; note: potency is the fitted concentration of half-maximal effect; % is set by controls: 0 for no effect and ±100 for the full control effect
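Parasite growth measured via integrated firefly luciferase reporter in P. falciparum. Infected erythrocytes at 2% hematocrit, 0.05% parasitemia final were treated 96 hours at 37 C under 5% CO2, and luminescence was read.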
HCV inh – inhibitors of hepatitis C virus infection | Huh7.5.1 HCVcc-Cre infection, luciferase reporter, 44 h | actives 3.4% (n = 340,000) | Potency, µM (highest dose often 41.8 µM), for inactives: top-dose activity change, negative = inhibition, actives largely listed as inhibitors; note: potency is the fitted concentration of half-maximal effect; % is set by controls: 0 for no effect and ±100 for the full control effect
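Cells seeded at 1,000/well and cultured 4 h, then compounds added followed by HCVcc-Cre virus (~0.5 moi). After 44 h further culture, luciferase substrate was added, plates held 15 min at room temperature, and luminescence read for 15 sec.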
CHX counter – counter-screen for Shiga toxin inhibitors: cycloheximide protein synthesis inhibition | cell reporter, cycloheximide protein synthesis inhibition counterscreen | max response, % | actives 12% (n = 300,000) | AID 2314; in the data active = max response mostly above about 13%, no sharp cut-off; inactive = mostly below about 14%; note: read at 38.3 µM for the half of the compounds with a filed dose; 0% is about no effect
Pf growth 48h – inhibits P. falciparum growth in the first generation, 48 h; P. falciparum luciferase growth in erythrocytes, 48 h; actives 5.9% (n = 310,000); Potency, µM (highest dose often 28.7 µM), for inactives: at the top dose activity change, negative = inhibition, usual class: inhibitors; note: potency is the fitted concentration of half-maximal effect; % is set by controls: 0 for no effect and ±100 for the full control effect
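Read-out is firefly luciferase luminescence from an integrated reporter in P. falciparum, so falling signal marks reduced parasite growth. Infected erythrocytes were at 2% hematocrit and 0.1% parasitemia (final) in Albumax-supplemented RPMI 1640.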
LmPK inhibitor – inhibitors of Leishmania mexicana pyruvate kinase | purified LmPK, Kinase-Glo ATP luminescence, 1 h | Q27686 | actives 0.37% (n = 290,000) | Potency, µM (titrated, usually from 57.5 µM), without a hit: top-dose activity change, negative = inhibition, most hits filed as inhibitors; note: potency is the fitted concentration of half-maximal effect; % is set by controls: 0 for no effect and ±100 for the full control effect
Target sequence (Q27686 whole entry, looked up): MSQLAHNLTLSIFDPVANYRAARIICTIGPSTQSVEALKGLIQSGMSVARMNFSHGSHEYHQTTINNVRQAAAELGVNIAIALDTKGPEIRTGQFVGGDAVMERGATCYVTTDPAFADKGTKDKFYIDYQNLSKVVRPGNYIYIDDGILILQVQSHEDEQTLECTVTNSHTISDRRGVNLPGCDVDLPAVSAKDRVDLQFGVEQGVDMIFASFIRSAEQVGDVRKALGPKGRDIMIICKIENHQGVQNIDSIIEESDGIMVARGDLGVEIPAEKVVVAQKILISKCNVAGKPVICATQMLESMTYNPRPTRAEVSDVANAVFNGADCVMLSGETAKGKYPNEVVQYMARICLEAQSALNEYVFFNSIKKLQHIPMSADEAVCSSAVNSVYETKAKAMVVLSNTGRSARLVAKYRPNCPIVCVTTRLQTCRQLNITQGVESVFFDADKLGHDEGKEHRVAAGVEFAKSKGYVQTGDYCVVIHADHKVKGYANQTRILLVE
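Purified LmPK (0.1 nM) converted ADP (0.1 mM) to ATP with PEP (0.5 mM) in imidazole buffer pH 7.2 with KCl and MgCl2, 1 h at room temperature. ATP was read by Kinase-Glo luminescence; data normalized to uninhibited and no-enzyme controls.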
Shiga toxin inh – blocks Shiga toxin action in Vero cells. actives 9.2% (n = 290,000). Vero cells, Shiga toxin protein synthesis inhibition reporter. inhibition, % at 38.7 µM; in the data active = inhibition mostly above about 28%, no sharp cut-off; inactive = mostly below about 43%; note: 0% is about no effect
* marks the source's active call; other numbers are inactive results; u = inconclusive; x = not tested or not shown; & = joins results of further samples; [ ] = another dose, or the depositor's remark. Unless noted, calls come from the whole dose curve; as a rule, active = well fitted curve in the direction sought with a large enough effect; inconclusive = small, poorly fitted or top-dose-only effect, or another doubt; inactive = no such curve, though single readings can be large; an effect the other way counts as inactive or inconclusive.

Every second line gives: Tb PYK inh	Pf growth 96h	HCV inh	CHX counter	Pf growth 48h	LmPK inhibitor	Shiga toxin inh
Cc1ccc(-c2cc(C(=O)Nc3ccc(S(=O)(=O)Nc4onc(C)c4C)cc3)c3ccccc3n2)cc1
 : 1.2%	u	-0.1%	-3.0	u	6.4%	-15.2
CN(Cc1nc2ccccc2c(=O)[nH]1)c1ccccc1
 : -3.3%	u	-15.0%	9.3	0.0%	1.4%	1.5
C[C@H](NS(=O)(=O)c1ccc(Cl)c(Cl)c1)C(=O)OCc1cc(=O)n2cc(Br)ccc2n1
 : 0.3%	34.1%[activator]	10.2%	-2.2	13.8%	-0.4%	-2.8
Cc1ccc(/C=C2/SC(=S)N(CCC(=O)N3CCN(c4ccccc4)CC3)C2=O)cc1
 : x	16.2%	16.8%	2.0	-3.5%	3.8%	17.0
CC(Sc1ccsc1[N+](=O)[O-])C(=O)NCc1ccccc1 (stereo unspecified)
 : x	8.1%	x	7.9	u	0.1%	-9.2
O=C(NCCCO)c1ccc2[nH]c3c(c2c1)CCCC3
 : -4.3%	74.0%[activator]	u	12.6	x	2.8%	33.2
CCN(CC)S(=O)(=O)c1cccc(-c2nnc(SCC(=O)c3cc(C)n(C4CC4)c3C)o2)c1
 : -1.5%	x	-11.8%&-25.1%	1.7	-16.9%	3.1%	-7.9
CCOC(=O)N1CCC(NC(=O)C(NS(=O)(=O)c2cccc3nsnc23)c2ccccc2)CC1 (stereo unspecified)
 : -1.5%	u	11.6%	-6.0	-7.7%	8.4%	27.6
Cc1ccc(N2CC(C(=O)Nc3ccncc3)CC2=O)cc1 (stereo unspecified)
 : 8.9%	x	2.9%	-1.9	-0.7%	4.9%	-7.8
Cc1cc(=O)oc2c1c(C)nn2-c1cccc(Cl)c1
 : 0.9%	3.2%[5.75 µM]	u	-4.0	2.2%	2.1%	-3.6
CC(=O)Nc1c([N+](=O)[O-])cc2[nH]c(=O)[nH]c2c1[N+](=O)[O-]
 : -4.1%	-2.7%	12.2%	-0.1	-12.9%	-1.2%	-7.1
CC(C)Oc1ccc(C(=O)CCN2CCCCC2)cc1
 : -17.0%	-8.8%	u	-2.3	3.0%	4.1%	4.1
Cc1ccccc1P(=O)(CO)c1ccccc1C
 : 0.1%	x	12.3%	-3.8	-1.5%	-0.7%	20.2
Cc1ccc(-c2nn(C)c(=O)c3ccccc23)cc1CNS(C)(=O)=O
 : 4.9%	-30.2%	u	0.7	u	-12.8%	39.9
O=C(Nc1cc([N+](=O)[O-])ccc1O)c1ccc2c(c1)C(=O)N(Cc1ccco1)C2=O
 : -4.0%	59.9%[activator]	7.5%	2.9	105.6%[activator]	-8.0%	18.8
COc1ccccc1NC=C1C(=O)OC(C)(C)OC1=O
 : 4.1%	u	4.0%	36.5*	33.3%[activator]	-4.5%	82.0*
O=C(Nc1ccc(F)cc1)C(Cc1ccccc1)n1cccc1 (stereo unspecified)
 : 1.4%	u	4.8%	-4.7	0.0%	1.1%	0.9
c1ccc(CSc2nc3ccccc3[nH]2)cc1
 : 1.6%	230.4%[activator]	-24.4%	44.1*	182.6%[activator]	u	56.5*
CSc1ccc(CN2CCC(Oc3ccc(C(=O)N4CCCC4)cc3)CC2)cc1
 : -2.8%	-7.7%	-16.5%	-6.9	u	8.3%	-26.7
COc1ccccc1CNc1ccc(Br)cn1
 : u	u	8.8%	50.3*	-23.4%[0.00184 µM]	-0.8%	99.0*
CCOC(=O)C(C)Sc1ncc(OC)c(Sc2ccc(Cl)cc2)n1 (stereo unspecified)
 : 4.6%	28.8%	-9.1%	6.5	36.8%[activator]	-1.2%	0.8
COc1ccc(C(=O)NC(=S)NCC2CCCO2)cc1 (stereo unspecified)
 : -3.2%	17.9%	-10.2%	41.5*	57.1%[activator]	-0.7%	53.5*
O=S(=O)(c1ccc(F)cc1)N1CCC2(CC1)OCCO2
 : -3.7%	-28.5%[5.75 µM]	0.2%	4.3	-4.6%	2.2%	8.8
CN(C)CCN=Cc1c(O)n(CCC2=CCCCC2)c(=O)[nH]c1=O
 : -3.1%	-24.1%	9.8%	-1.7	x	10.1%	-3.9
COc1ccc(C(=O)N2CCCC(c3nc(-c4cccs4)no3)C2)cc1 (stereo unspecified)
 : -28.5%	-9.6%	8.4%	-1.7	9.3%	0.0%	-8.3
CC(C)[C@H](NC(=O)c1ccco1)C(=O)OCC(=O)N(C)c1ccccc1
 : -1.5%	-1.1%	-0.4%	-2.0	8.6%	-2.4%	-5.4
C/C(=N\NC(=O)c1cccc(C)c1)c1ccc(N2CCOCC2)cc1
 : 0.2%	x	u	23.4	33.6%[activator]	0.4%	23.6
CC(C)Oc1ccc(CCc2nnc(SCC(=O)O)n2-c2ccccc2)cc1
 : -2.2%	u	12.7%	-1.6	1.2%[5.75 µM]	4.3%	-1.8
O=C(Nc1nncs1)c1c(F)c(F)c(F)c(F)c1F
 : -3.5%	17.5%	5.7%	4.2	4.0%	12.8%	5.9
O=C(C1=C(O)C(=O)N(CCN2CCOCC2)C1c1ccccn1)c1cccs1 (stereo unspecified)
 : -10.2%	x	7.1%	27.6*	14.6%	-5.0%	35.9*
CC(C)(C)c1nc(NCC2CCCO2)c2nnn(Cc3ccccc3)c2n1 (stereo unspecified)
 : 4.3%	-41.5%	-19.2%	-0.3	-0.3%	-4.2%	-9.0
CC(Oc1ccc(Cl)cc1)C(=O)NNC(=S)NC(=O)c1ccco1 (stereo unspecified)
 : -13.8%	u	u	-2.4	u	-0.8%	-5.5
CC(=O)c1cccc(Nc2nc(-c3cccc([N+](=O)[O-])c3)cs2)c1
 : -1.3%	55.4%[activator]	2.24µM*	38.2*	52.5%[activator]	3.3%	103.3*
CCCN(CCC)S(=O)(=O)c1ccc(NS(=O)(=O)c2ccc(F)cc2)cc1
 : 6.5%	60.3%	8.5%	-4.3	25.0%	2.5%	-22.2
CC(C)N(CCCNC(=O)c1ccc(CS(=O)(=O)c2c(Cl)cccc2Cl)o1)Cc1ccccc1
 : 0.9%	-0.6%	-3.4%	11.6	u	-0.2%	-4.3
O=C(Nc1cccc(-c2csc(Nc3cccc(C(F)(F)F)c3)n2)c1)c1ccccc1
 : 0.4%	u	u	-1.3	11.7µM*	-2.7%	8.4
O=C(C1CCN(S(=O)(=O)c2cccs2)CC1)N1CCN(c2ccccc2)CC1
 : x	u	10.7%	-2.5	x	0.8%	-31.1
Cc1cc(C)n(Cc2ccc(C(=O)Nc3cccc(Br)c3)o2)n1
 : 1.4%	-30.8%	-8.5%	11.5	10.6%	-1.5%	17.9
Cc1cccc(Cc2nnc(CCC(=O)N3CCCC(CN4CCOCC4)C3)o2)c1 (stereo unspecified)
 : -6.6%	u	-5.4%	-1.7	-4.4%	-0.4%	-8.4
COC(=O)c1c(NC(=O)c2cccs2)sc2c1CCCC2
 : -2.4%	x	u	9.7	u	0.2%	35.1
CC(=O)OCC(=O)[C@@]1(O)CCC2C3C[C@H](C)C4=CC(=O)C=CC4(C)C3C(O)CC21C (stereo partly specified)
 : -2.1%	-24.2%	x	-1.8	-12.3%	x	-2.3
COc1ccc(NC(=O)CCS(=O)(=O)c2cc3c(cc2Cl)NC(=O)CO3)cc1OC
 : 0.0%	u	7.3%	-10.6	21.5%	-7.7%	-4.3
COC(=O)C1=NN(C(C)(C)CC(C)=O)C2C(=O)N(C3CCCCC3)C(=O)C12 (stereo unspecified)
 : -5.3%	1.1%	-4.6%	-2.3	-22.5%	-0.2%	-10.7
CCCCC(CC)C(=O)Nc1ccccc1C(=O)NC(C)C (stereo unspecified)
 : 10.0%	u	-26.3%	-1.5	-23.7%	-0.7%	-6.9
C/C(=N\NC(=O)c1ccc(F)cc1)c1ccc(N2CCOCC2)cc1
 : -3.4%	-4.5%	-3.6%	21.2*	0.0%	2.9%	74.4*
O=C(NC1CC1)C1=COCCO1
 : 1.7%	-6.0%	11.9%	-1.2	x	-2.6%	-16.2
CC(C)c1nnc(NC(=O)CCC(=O)Nc2ccc(Cl)cc2)s1
 : -5.0%	u	8.3%	11.4	22.7%	-12.1%	-9.0
O=C(c1ccc(NC(=O)C2(c3ccccc3)CCCC2)cc1)N1CCOCC1
 : -1.6%	-25.6%	19.5%	-0.8	-11.8%	5.1%	-6.2
CCOC(=O)C1=C(CCl)NC(=O)NC1c1ccc2c(c1)OCO2 (stereo unspecified)
 : 0.4%	2.2%	u	-1.4	u	-4.9%	x
Cc1cc(C)nc(-n2ncc(C#N)c2N)n1
 : 1.2%	16.9%	-6.0%	1.3	37.7%[activator]	-3.2%	0.6
NC(=O)c1ccc(N=Nc2c(O)c3ccccc3[nH]c2=O)cc1
 : x	1.47µM*	x	1.4	2.62µM*	2.4%	4.3
O=C(O)CCC(=O)Nc1ccc(Oc2ncnc3cc(Cl)ccc23)nc1
 : 2.1%	38.9%[activator]	16.2%	-2.3	26.9%	-6.4%	-3.6
NNC(=O)c1ccccc1-n1cccc1
 : 0.9%	11.1%	8.2%	0.8	8.2%	6.7%	-1.8
COC1(c2cc(-c3ccccc3)nc(N)n2)CCCCC1
 : 8.2%	-12.7%	-19.8%	-3.2	x	8.7%	-8.9
O=C(/C=C/c1c(F)cccc1Cl)Nc1ncccn1
 : -13.8%	u	4.5%	56.8*	204.0%[activator]	-19.4%	61.1*
COc1ccc(OCC(=O)N2CCN(c3nnc(-c4ccc(C)cc4)c4ccccc34)CC2)cc1
 : -3.7%	u	8.91µM*	-2.3	u	-4.0%	22.7
O=c1ccc2c(o1)/C(=C/C=C(Cl)Cl)CCC2
 : -0.6%	u	15.8µM*	20.2	0.0%	12.1%	24.4
O=c1[nH]c(=O)n(Cc2ccccc2)c(O)c1C=NCCCn1ccnc1
 : -4.0%	27.6%	8.5%	-1.1	2.5%	3.9%	20.5
COc1cc(/C=C/C(=O)c2ccccc2O)cc(OC)c1OC
 : -3.6%	7.2%	13.6%	13.5	u	-0.7%	-12.6
Cc1nn(C)c(C)c1C1C(C#N)=C(N)OC2=C1C(=O)CC(C)(C)C2 (stereo unspecified)
 : -2.3%	u	35.7%[activator]	2.4	-4.2%	2.6%	9.9
O=C(CCC(=O)OCc1ccc(Cl)cc1)Nc1cccc([N+](=O)[O-])c1
 : 0.0%	1.7%	7.6%	1.5	14.5%	0.0%	20.9

In a second layout: entries from further up.
| structure | Tb PYK inh | Pf growth 96h | HCV inh | CHX counter | Pf growth 48h | LmPK inhibitor | Shiga toxin inh |
| --- | --- | --- | --- | --- | --- | --- | --- |
| C/C(=N\NC(=O)c1ccc(F)cc1)c1ccc(N2CCOCC2)cc1 | -3.4% | -4.5% | -3.6% | 21.2* | 0.0% | 2.9% | 74.4* |
| O=C(NC1CC1)C1=COCCO1 | 1.7% | -6.0% | 11.9% | -1.2 | x | -2.6% | -16.2 |
| CC(C)c1nnc(NC(=O)CCC(=O)Nc2ccc(Cl)cc2)s1 | -5.0% | u | 8.3% | 11.4 | 22.7% | -12.1% | -9.0 |

Compound activity: PubChem BioAssay, National Center for Advancing Translational Sciences (NCATS)
